Assay outcomes (PubChem)
GPR151 activ = activates the human receptor GPR151; activation, % at 11.2 µM; Q8TDV0; 650,000 compounds, 1% hits; AID 1508602; PathHunter beta-arrestin GPR151 cells, luminescence; in the data active = activation above about 4.9%;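 also: 0% = median of compound wells and 100% = cells with positive control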
TEAD-YAP block = TEAD-YAP interaction inhibition; HEK-TIYL cells, TEAD-Gal4/YAP UAS-luciferase luminescence; inhibition, % at 9.12 µM; AID 1259422; 640,000 compounds, 1.4% hits; in the data active = inhibition above about 32%;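 also: 0% = median of test compound wells and 100% = reference inhibitor wells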
MITF primary = human MITF inhibition, primary screen. O75030. AlphaScreen MITF homodimerization, bead proximity signal. 650,000 compounds, 0.91% hits. inhibition, % at 2.6 µM. AID 1259374; in the data active = inhibition above about 50%;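 also: 0% = vehicle wells with protein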
FBW7 act = human FBW7 E3 ligase activation, primary screen | Q969H0 | AlphaScreen FBW7–phospho-cyclin E peptide binding, activator screen | normalized activity (activation), % at 26.1 µM | 650,000 compounds, 0.13% hits; in the data active = normalized activity above about 1.9%;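 also: purified mutant Fbw7 with reduced substrate affinity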
Target sequence (Q969H0 whole entry, looked up): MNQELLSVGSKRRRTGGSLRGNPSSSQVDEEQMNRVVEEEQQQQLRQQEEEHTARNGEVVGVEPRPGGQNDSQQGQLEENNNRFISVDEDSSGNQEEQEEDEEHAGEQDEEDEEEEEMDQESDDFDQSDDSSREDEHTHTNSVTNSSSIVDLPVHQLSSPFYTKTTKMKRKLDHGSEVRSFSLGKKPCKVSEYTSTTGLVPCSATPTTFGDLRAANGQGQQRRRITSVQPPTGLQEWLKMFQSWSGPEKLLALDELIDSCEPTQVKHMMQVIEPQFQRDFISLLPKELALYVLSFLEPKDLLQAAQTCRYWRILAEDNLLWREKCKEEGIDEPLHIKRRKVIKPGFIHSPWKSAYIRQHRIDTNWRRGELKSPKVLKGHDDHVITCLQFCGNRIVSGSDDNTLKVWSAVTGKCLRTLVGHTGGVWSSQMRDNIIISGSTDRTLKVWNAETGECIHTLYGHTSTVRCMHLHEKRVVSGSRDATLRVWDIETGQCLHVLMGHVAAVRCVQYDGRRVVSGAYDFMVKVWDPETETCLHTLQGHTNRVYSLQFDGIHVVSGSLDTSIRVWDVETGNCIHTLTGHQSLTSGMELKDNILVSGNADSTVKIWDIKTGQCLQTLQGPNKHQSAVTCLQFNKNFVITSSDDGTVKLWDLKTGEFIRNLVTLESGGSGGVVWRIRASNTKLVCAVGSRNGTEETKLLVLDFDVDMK
An asterisk follows results filed as active.

canonical_smiles,MITF primary,GPR151 activ,FBW7 act,TEAD-YAP block
COc1ccccc1-c1nnc(C2CCN(S(=O)(=O)c3ccc(F)c(C)c3)CC2)o1,11,0.2,0.0,-9
O=C1CC(Nc2ccc(Cl)cc2)C(=O)N1c1ccc(Cl)c(Cl)c1 (stereo not given),5,-0.9,0.2,5
CC(C)=CCN1CCN(Cc2cccc(-n3nc(C)cc3C)c2)CC1CCO (stereo not given),2,0.8,0.0,2
Cn1c(C23CC4CC(CC(C4)C2)C3)n[nH]c1=S,5,1.1,-0.1,2
Cc1cc(C)c2c(n1)nn1c(C)c(CCC(=O)NCC(C)c3ccccc3)c(C)nc21 (stereo not given),13,0.5,1.0,-10
Cc1[nH]c(=O)[nH]c(=O)c1S(=O)(=O)N1CCCC(C(=O)NC2CCC(C)CC2)C1 (stereo not given),4,1.6,0.0,-6
NC(=O)c1cc[n+](CCCCCC[n+]2ccc(C(N)=O)cc2)cc1,6,-1.3,-0.1,9
COc1ccc(/C=N/OCC(=O)c2cc(C)n(-c3ccc4c(c3)OCO4)c2C)c(OC)c1,-12,0.5,-0.1,6
CCC(C)N1CCN(S(=O)(=O)c2ccc(C)cc2)CC1 (stereo not given),22,-0.2,0.3,-13
CN(C)/C(=N\C(NC(=O)c1ccccc1)C(Cl)Cl)c1ccccc1 (stereo not given),-17,0.9,0.0,13
CCOC(=O)c1c(NC(=O)C23CC4CC(CC(C4)C2)C3)sc(C(=O)Nc2ccccc2C)c1C,-5,1.2,0.2,11
COc1cccc(CNC(=O)CCC2CCCN(C(=O)Cc3ccc4c(c3)OCO4)C2)c1 (stereo not given),5,0.7,0.0,8
CC1CCN(C(=O)CSc2nnc3c4c5c(sc4ncn23)CCCC5)CC1,4,-1.0,0.0,2
O=C1CCCC2=C1C(c1ccc3c(c1)OCO3)c1c([nH]c(=O)[nH]c1=O)N2 (stereo not given),14,0.5,0.9,-19
COc1ccc(/C=N/NC(=O)c2ccncc2)cc1CN1CCCc2ccccc21,10,-1.1,0.3,9

Compounds listed so far that contain a Cl atom, in the order listed:
canonical_smiles,MITF primary,GPR151 activ,FBW7 act,TEAD-YAP block
O=C1CC(Nc2ccc(Cl)cc2)C(=O)N1c1ccc(Cl)c(Cl)c1 (stereo not given),5,-0.9,0.2,5
CN(C)/C(=N\C(NC(=O)c1ccccc1)C(Cl)Cl)c1ccccc1 (stereo not given),-17,0.9,0.0,13

(list continues)
canonical_smiles,MITF primary,GPR151 activ,FBW7 act,TEAD-YAP block
CCN(CC)S(=O)(=O)c1ccc(OCC(=O)OC)cc1,3,-1.2,0.2,0
CN(C(=O)COC(=O)c1ccc(Cl)cc1N)C1CCS(=O)(=O)C1 (stereo not given),4,0.3,-0.2,7
Cc1ccc(F)cc1NC(=O)c1ccc(C#N)cc1F,15,-0.7,0.1,3
COc1ccc(C2C(C#N)=C(N)OC(CSc3nc(C)c(C)c(C)c3C#N)=C2C(=O)OC(C)C)cc1 (stereo not given),-2,-0.9,0.0,-4
COc1cc(/C=C2/C(=O)N(c3ccc(Cl)c(Cl)c3)N=C2C)ccc1OCC#N,9,0.8,-0.1,0
Fc1cccc(Cl)c1CNCc1ccco1,-4,0.3,-0.1,-6
COc1ccc(OC(=O)c2oc3nc(C)c(C)c(C)c3c2N)cc1OC,-4,0.5,0.0,-18
COc1ccc(CCNC(=O)c2ccc(Cn3nnc4ccsc4c3=O)cc2)cc1OC,-7,-0.7,0.0,9
COc1ccc(OC)c(NC(=O)CSc2nc3n[nH]c(C)c3c(=N)n2-c2ccccc2Cl)c1,7,0.6,0.1,1
c1ccc(-c2cc(NC3CC3)nc(-c3ccncc3)n2)cc1,8,-0.1,0.2,13
c1ccc(Cn2c(CNc3nc4ccccc4n3CCN3CCOCC3)nc3ccccc32)cc1,-3,-0.6,0.0,-6
O=C(CSc1ncccn1)Nc1ccc(I)cc1,11,-0.4,0.7,-9
CNC(=S)N1CCC(C(=O)NC(c2ccc(F)cc2)c2ncccc2C)CC1 (stereo not given),-13,-0.1,0.1,8
COc1cccc(CN(CCCO)C(=O)C(O)c2ccc(-c3cn[nH]c3)cc2)c1 (stereo not given),25,-0.3,0.1,-2
COc1cccc(C(=O)Nc2ccc3oc(-c4ccccc4)nc3c2)c1,6,-0.9,0.0,-46

Whole records from above. Values in the order: MITF primary | GPR151 activ | FBW7 act | TEAD-YAP block
Results for `CN(C(=O)COC(=O)c1ccc(Cl)cc1N)C1CCS(=O)(=O)C1` (stereo not given) = 4 | 0.3 | -0.2 | 7
Results for `Fc1cccc(Cl)c1CNCc1ccco1` = -4 | 0.3 | -0.1 | -6
Results for `CCN(CC)S(=O)(=O)c1ccc(OCC(=O)OC)cc1` = 3 | -1.2 | 0.2 | 0
Results for `COc1ccc(C2C(C#N)=C(N)OC(CSc3nc(C)c(C)c(C)c3C#N)=C2C(=O)OC(C)C)cc1` (stereo not given) = -2 | -0.9 | 0.0 | -4

Further records:
canonical_smiles,MITF primary,GPR151 activ,FBW7 act,TEAD-YAP block
Cc1ncn(-c2ccc(Nc3ncc4cccc(-c5nccs5)c4n3)cc2)n1,29,-0.4,-0.1,56*
COc1ccc(NC(=O)C(NC(=O)c2ccc(=O)[nH]c2)c2ccccc2)cc1 (stereo not given),-11,-0.1,0.2,9
CC(C)OCCCNC(=O)c1cc2c(s1)CS(=O)(=O)C2,-1,-0.2,-0.1,-5
CCN(c1cccc(C)c1)c1c(-c2ccc3c(c2)OCC(=O)N3)c(=O)c1=O,-10,-0.3,0.0,0
COC(=O)C1=C(C)N(C)C(=O)NC1c1cn(-c2ccccc2)nc1-c1ccc(Cl)cc1 (stereo not given),5,-1.4,0.5,0
O=C(On1c(-c2ccccc2)cc2ccccc21)c1ccc(Cl)cc1,14,0.2,0.0,-2
CCOC(=O)c1ccccc1NC(=O)Cn1c(=O)oc2ccccc21,-4,0.6,0.2,-6
COc1ccc(-n2ncc3c(NCCCN4CCOCC4)ncnc32)cc1,5,1.5,0.0,5
Cc1nn2c(nc(N3CCCC3)c3ccccc32)c1C=C1C(=O)N(C)C(=O)N(C)C1=O,0,-1.4,-0.1,2
O=C(O)C1CCN(c2nc(-c3ccc(Cl)cc3)cs2)CC1,-4,-0.5,0.1,-60
O=C(CCCCCn1c(=S)[nH]c2ccsc2c1=O)N1CCCC1,3,-0.5,0.1,2
CCOC(=O)c1ccc(NC(=O)[C@H]2O[C@@H]3OC(C)(C)O[C@@H]3[C@H]3OC(C)(C)O[C@H]32)cc1,13,-1.1,0.0,2
Cc1ccc(/C=C2\N=C(c3ccco3)OC2=O)cc1,17,-0.9,0.1,13
COc1ccccc1/C=N/NC(=O)C(=O)Nc1ccc(Br)cc1,4,0.6,-0.1,-13
CC(=O)Nc1cccc(NC(=O)CSc2nnc(-c3ccccc3N)n2C)c1,5,0.4,0.3,7

More records
canonical_smiles,MITF primary,GPR151 activ,FBW7 act,TEAD-YAP block
Cc1cc(Nc2ccc([N+](=O)[O-])cc2)c2ccccc2n1,0,2.1,-0.2,22
COc1ccc(C(=O)N/N=C/c2c[nH]c3c2ccc2ccccc23)cc1,8,-0.1,-0.1,-41
COc1ccccc1C1(C(=O)NC2CC2)CCOCC1,0,-1.9,0.7,2
CCOCCOC(=O)C1=C(C)NC(=O)NC1c1cccc(OCc2ccccc2)c1 (stereo not given),-3,-0.2,-0.2,-6
CCCc1cc(C(=O)NCc2ccc(F)cc2)no1,-5,2.3,-0.1,-19
CCc1ccc(OCC(=O)Nc2ccc(S(=O)(=O)N(C)C)cc2)cc1,4,-0.1,-0.1,2
CCOc1ccc(CC(=O)Nc2nn(C)c3c2C(c2ccco2)CC(=O)N3)cc1 (stereo not given),-6,-0.8,-0.1,9
CCOc1cc(/C=C2/C(=O)NC(=O)N(c3ccccc3F)C2=O)ccc1O,-1,0.4,-0.1,12
COc1nn(C)cc1C(=O)Nc1cccc(-c2ccn[nH]2)c1,5,-0.1,0.0,-2
Cc1cc(C)cc(CN2CCc3nnc(C(NC(=O)C4CCOC4)C(C)C)n3CC2)c1 (stereo not given),4,-0.9,-0.1,-7
COc1cc2c(c(OC)c1OC)C(c1c(F)cccc1Cl)CC(=O)N2 (stereo not given),9,-0.9,0.1,2
COCCNC(=O)c1ccc(-c2cccc(OC)c2)nc1NCC1CC1,-12,-0.3,0.3,-3
Cc1nc(N2CCC(C)CC2)nc(N2CCOCC2)c1[N+](=O)[O-],14,-2.2,0.4,-20
O=C1N/C(=N/c2ccccn2)SC1Cc1cccc(Cl)c1 (stereo not given),-1,0.2,0.0,3
COC(=O)c1cc(CNC(=O)c2csc(C)n2)cc(NC(=O)Cc2ccccc2)c1,12,1.4,-0.1,8

Gathered by group, the entries above with an aryl thioether with sulfur outside any ring (5)
canonical_smiles,MITF primary,GPR151 activ,FBW7 act,TEAD-YAP block
CC1CCN(C(=O)CSc2nnc3c4c5c(sc4ncn23)CCCC5)CC1,4,-1.0,0.0,2
COc1ccc(C2C(C#N)=C(N)OC(CSc3nc(C)c(C)c(C)c3C#N)=C2C(=O)OC(C)C)cc1 (stereo not given),-2,-0.9,0.0,-4
COc1ccc(OC)c(NC(=O)CSc2nc3n[nH]c(C)c3c(=N)n2-c2ccccc2Cl)c1,7,0.6,0.1,1
O=C(CSc1ncccn1)Nc1ccc(I)cc1,11,-0.4,0.7,-9
CC(=O)Nc1cccc(NC(=O)CSc2nnc(-c3ccccc3N)n2C)c1,5,0.4,0.3,7

(list continues)
canonical_smiles,MITF primary,GPR151 activ,FBW7 act,TEAD-YAP block
O=C(NCCOc1ccccc1)c1csc(Br)n1,11,-0.8,0.1,-41
Cc1nc2ccc(S(=O)(=O)NC(CC(C)C)C(=O)Nc3nccs3)cc2s1 (stereo not given),-2,-0.1,0.3,-6
O=C(OCc1cc([N+](=O)[O-])cc2c1OCOC2)c1ccccn1,5,1.6,0.0,-3
COc1ccc(C(=O)OCC(=O)COC(=O)c2ccc(OC)c([N+](=O)[O-])c2)cc1[N+](=O)[O-],18,-0.6,0.0,5
CCOc1ccc(C2C3=C(Nc4c2c(=O)[nH]c(=O)n4C)c2ccccc2C3=O)cc1 (stereo not given),12,0.0,0.0,10
COc1ccc(CNc2ncc(-c3ccc(F)cc3)n2C)cc1OC,33,0.1,-0.1,4
CC(C)c1ccc(NC(=O)CCN2C(=O)C3C4C=CC(C4)C3C2=O)cc1 (stereo not given),1,-0.3,-0.1,-31
COc1nc(Nc2ccc(C(C)C)cc2)nc(OC)n1,12,-0.8,0.2,-28
O=C1NC(=O)/C(=C\c2ccc(OCc3ccc(Br)cc3)cc2)N1,19,-0.2,0.6,4
CCOC(=O)C1=C(C)N=c2s/c(=C\c3ccc(OCC)c(OC)c3)c(=O)n2C1c1ccc(OCC)c(OCC)c1 (stereo not given),0,0.4,0.0,1
CCc1ccc(C2C(C#N)=C(N)N(c3ccccc3F)C3=C2C(=O)CCC3)cc1 (stereo not given),4,-0.8,-0.1,-9
COC(=O)c1ccc(OC(=O)c2cccc(N3C(=O)C4C5C=CC(C5)C4C3=O)c2)cc1 (stereo not given),-1,0.2,0.0,0
S=C(NCc1ccc(Cl)cc1)N1CCC2(CC1)OCCO2,0,-0.2,0.0,1
Cc1nc(C(C)N(C)Cc2c(C(=O)N3CCCCC3)nc3sccn23)c(C)s1 (stereo not given),11,0.0,0.0,0
COc1ccc(-c2ccccc2NC(=O)C2CCCN(Cc3cnc(C)s3)C2)cc1 (stereo not given),5,0.3,0.0,5

(further entries)
canonical_smiles,MITF primary,GPR151 activ,FBW7 act,TEAD-YAP block
Cc1ccc(C(=O)CSc2nnc(-c3cccs3)o2)cc1,-3,0.1,0.0,2
COc1ccc(/C=C2/SC(=Nc3cccc(C)c3)NC2=O)c(OC)c1,-2,0.8,0.0,54*
CC1CC(C)CN(S(=O)(=O)c2ccc(F)c(C(N)=O)c2)C1 (stereo not given),0,-0.6,-0.2,-2
COCCNCCC1CCC(=O)N1Cc1ccc(Cl)cc1 (stereo not given),7,-0.9,0.5,8
Cc1cccc(-n2ncc3c(NCc4ccccn4)ncnc32)c1,-9,0.1,0.0,-33
COc1ccc(Cl)cc1-n1c(=S)sc2c(=O)[nH]c(SCC(=O)N3CCCC3)nc21,-2,0.7,0.4,1
Cc1ccc(S(=O)(=O)N2CCOCC2)c(C)c1N1CCCC1=O,7,-0.7,0.0,5
